From PubChem
CCHFV vOTU inh: blocks the CCHF virus ovarian tumor domain protease; CCHFV vOTU protease, Pep-AMC fluorescence; inhibition, % at 11.5 µM; actives 0.55% (n = 370,000); in the data active = inhibition above about 30%; also: 0% = vehicle wells with enzyme and 100% = no enzyme wells
PfHsp40 yeast: restores yeast growth despite PfHsp40 toxicity; S. cerevisiae expressing PfHsp40, growth rescue, ATP luminescence; growth rescue, % at 12.5 µM; actives 0.68% (n = 340,000); AID 504582; in the data active = growth rescue above about 28%, passing the limit was not always enough; inconclusive = no clear call, values can overlap the other calls;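 also: yeast W303a lacking pdr1 and pdr3 grown in galactose medium; growth measured after three days at 30 °C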
DUSP3 inh: blocks human VHR1 dual specificity phosphatase. P51452. recombinant VHR phosphatase, pNPP absorbance. inhibition, % at 13.3 µM. actives 0.52% (n = 290,000). AID 1654; in the data active = inhibition above about 50%; also: some compounds called inactive have numbers as strong as hits
Target sequence (P51452 whole entry, looked up): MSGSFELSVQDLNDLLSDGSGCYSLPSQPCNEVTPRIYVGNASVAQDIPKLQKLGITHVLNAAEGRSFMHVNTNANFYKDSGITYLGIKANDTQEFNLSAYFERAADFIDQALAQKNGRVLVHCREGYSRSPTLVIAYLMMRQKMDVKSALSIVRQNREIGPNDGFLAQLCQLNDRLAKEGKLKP
Yp Topo-I inh: inhibitors of Yersinia pestis topoisomerase I; Y. pestis Topo-I cleavage product accumulation, plate reader; activity, % at 10 µM; actives 0.064% (n = 360,000); in the data active = activity above about 50%, passing the limit was not always enough; inconclusive = no clear call, values can overlap the other calls; also: inactives centre near 2
Anthrax LF prot: inhibitors of Bacillus anthracis lethal factor protease | multiplex microsphere protease cleavage assay, LF | actives 0.12% (n = 360,000) | inhibition, % at 10 µM | AID 588501; also: plate controls were buffer without enzyme for full effect and enzyme alone for no effect
Target sequence (P15917 whole entry, looked up): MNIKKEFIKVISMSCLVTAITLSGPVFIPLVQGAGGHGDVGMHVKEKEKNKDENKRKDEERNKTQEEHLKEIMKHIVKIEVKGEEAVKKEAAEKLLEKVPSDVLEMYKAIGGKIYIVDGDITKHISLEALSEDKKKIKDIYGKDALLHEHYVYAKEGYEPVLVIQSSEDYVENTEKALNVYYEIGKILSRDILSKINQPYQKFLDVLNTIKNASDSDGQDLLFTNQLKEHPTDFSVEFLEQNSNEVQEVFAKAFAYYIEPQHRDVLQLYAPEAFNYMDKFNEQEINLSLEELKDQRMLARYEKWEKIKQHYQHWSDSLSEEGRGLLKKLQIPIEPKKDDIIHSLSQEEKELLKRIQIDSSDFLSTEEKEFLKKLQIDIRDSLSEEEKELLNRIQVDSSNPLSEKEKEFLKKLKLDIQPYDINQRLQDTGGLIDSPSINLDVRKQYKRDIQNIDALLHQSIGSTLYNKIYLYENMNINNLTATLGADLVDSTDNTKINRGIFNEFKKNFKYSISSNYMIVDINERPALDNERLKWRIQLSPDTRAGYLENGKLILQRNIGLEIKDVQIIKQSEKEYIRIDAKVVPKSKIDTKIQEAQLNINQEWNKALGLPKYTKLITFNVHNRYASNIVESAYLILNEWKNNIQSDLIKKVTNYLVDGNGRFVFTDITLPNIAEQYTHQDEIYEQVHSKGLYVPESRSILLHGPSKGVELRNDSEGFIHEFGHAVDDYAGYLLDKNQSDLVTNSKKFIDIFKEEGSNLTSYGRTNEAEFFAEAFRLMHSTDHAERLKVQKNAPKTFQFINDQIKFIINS
TcdB GH inh: blocks C. difficile toxin B glycohydrolase activity | inhibition, % at 9.99 µM | P18177 | actives 0.24% (n = 350,000) | AID 652162 | TcdB glycohydrolase enzymatic assay, plate reader; in the data active = inhibition above about 10%
BoNT-A LC inh2: BoNT A light chain protease inhibition. multiplex microsphere protease substrate cleavage, flow cytometry. inhibition, % at 10 µM. actives 0.17% (n = 360,000); also: plate controls were buffer without enzyme for full effect and enzyme alone for no effect
Vc quorum ag: induces V. cholerae light production without autoinducers; actives 0.16% (n = 350,000); activation, % at 18.7 µM; V. cholerae BH1578 lux reporter, luminescence, 6 h; in the data active = activation mostly above about 9.7%, no sharp cut-off; inconclusive = no clear call, values can overlap the other calls; inactive = mostly below about 3.7%; also: not every result past the cut was called active; inactives centre near 0; reference of the scale not given here
PriA SSB inh: inhibitors of Klebsiella pneumoniae PriA binding to SSB C-terminal tail | AlphaScreen SSBct-PriA binding, biotinylated peptide | inhibition, % at 33 µM | actives 0.6% (n = 430,000) | AID 1272365; in the data active = inhibition mostly above about 37%, no sharp cut-off; inactive = mostly below about 20%;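 also: plate controls were negative control peptide for no effect and reference peptide for full effect; strong numbers were not always called active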
3CLpro inhibitor: SARS-CoV 3CLpro protease inhibition; P0C6X7; recombinant SARS-CoV 3CLpro, quenched FRET peptide cleavage; inhibition, % at 6 µM; actives 0.14% (n = 290,000); AID 1706; in the data active = inhibition above about 12%
Numbers without * were called inactive; i = inactive; ? = inconclusive; . = no result given. Rule as the data show it, unless noted: active = inhibition above about 30%; inconclusive = no clear call, values can overlap the other calls; inactive = below that.

SMILES | CCHFV vOTU inh | PfHsp40 yeast | DUSP3 inh | Yp Topo-I inh | Anthrax LF prot | TcdB GH inh | BoNT-A LC inh2 | Vc quorum ag | PriA SSB inh | 3CLpro inhibitor
CCOC(=O)Nc1ccc2c(CN3CCN(S(=O)(=O)c4ccccc4)CC3)cc(=O)oc2c1 | -15.1 | 4.2 | -0.3 | 9.1 | 1.9 | . | 2.3 | i | -7.4 | 0.0
O=C(NCc1ccccc1)c1ccc(-c2ccc(F)cc2)o1 | -5.3 | 4.2 | -8.0 | 14.9 | -1.1 | . | ? | i | -12.7 | -3.2
Cc1ccn2c(=O)c(C(=O)NCCN3CCOCC3)c(O)nc2c1 | 12.0 | -0.5 | -20.3 | -7.8 | 1.4 | 1.5 | 1.1 | i | -8.8 | 1.2
c1ccc(CCCNCC2COc3ccccc3O2)cc1 (stereo not drawn) | -9.6 | -0.4 | 19.9 | -0.8 | -1.5 | -0.4 | 0.4 | -0.5 | -8.5 | -1.8
O=c1[nH][nH]c(=O)c2cc(N3CCCC3)ccc12 | -17.0 | 8.3 | 17.2 | 6.4 | -7.0 | 0.4 | -0.5 | 6.7 | -1.6 | 1.9
O=C(c1ccc(Br)cc1)C12CN3CN(CN(C3)C1)C2 | 4.1 | 0.0 | 20.7 | 0.6 | -1.3 | 1.8 | 0.2 | i | 6.0 | -1.3
COc1ccc(-c2nnn(CC(=O)NC(=O)NC3CCCCC3)n2)cc1OC | 14.1 | 1.2 | . | -3.5 | 5.2 | -4.8 | -0.1 | i | -1.0 | .
O=C(COC(=O)C1(c2ccc(F)cc2)CCCC1)N1CCN(C(=O)c2ccco2)CC1 | 11.2 | 0.7 | 31.6 | 16.0 | -1.6 | . | -0.5 | -25.0 | -8.4 | 1.3
Cc1ccccc1CSc1nnc(-c2ccccn2)n1C | -13.8 | . | 8.5 | 3.1 | . | 1.1 | . | i | -13.2 | 0.5
O=C(N/N=C/c1ccc([N+](=O)[O-])o1)c1cccc(S(=O)(=O)N2CCOCC2)c1 | -2.8 | -0.3 | 6.0 | 2.3 | -3.1 | -1.0 | -0.5 | -0.6 | . | -5.5
Cc1cccc(NC(=O)C2CC(=O)NC(Nc3nc4ccccc4s3)=N2)c1 (stereo not drawn) | 1.6 | . | -1.7 | . | . | 1.2 | . | . | . | -2.0
COCCNC(=O)CSc1nc2ccccc2c(=O)n1CC1CCCO1 (stereo not drawn) | 2.5 | 1.7 | 8.5 | -1.3 | -5.8 | . | 0.2 | i | -7.3 | 1.1
O=C(COC(=O)c1ccccc1F)Nc1cc(S(=O)(=O)N2CCOCC2)ccc1N1CCCC1 | -0.3 | -1.0 | 25.8 | 15.3 | -5.5 | 0.6 | -0.4 | -0.3 | -2.2 | -0.2
O=[N+]([O-])c1ccccc1S(=O)(=O)N1CCN(Cc2cc3c(cc2O)OCO3)CC1 | 3.0 | -0.1 | 22.2 | 5.0 | -2.8 | 0.2 | -0.4 | -0.7 | 11.6 | 0.1
COc1ccccc1C(=O)Nc1nnc(-c2ccc(Cl)cc2)o1 | -0.8 | -0.6 | -16.6 | 7.5 | -7.5 | -2.0 | -4.0 | -0.3 | -24.8 | .
NC(=O)c1ccc(NC(=O)COc2ccc([N+](=O)[O-])cc2Cl)cc1 | 5.6 | 0.6 | 6.0 | 0.2 | -3.6 | 1.2 | -0.4 | i | 1.4 | 0.3
Cc1ccc(CNC(=O)Cn2cccc2)cc1 | -4.0 | -1.6 | 13.3 | -5.2 | -7.9 | 1.3 | -1.3 | -0.5 | 1.6 | -4.0
O=C(Nc1ccccc1)C1CCN(S(=O)(=O)c2ccc3c(c2)OCCO3)CC1 | 2.9 | -0.6 | . | 3.6 | 2.6 | 2.3 | -3.9 | i | -7.2 | .
Cc1ccc(C(=O)CNc2cccc([N+](=O)[O-])c2)cc1 | 3.5 | -0.6 | -12.8 | 21.7 | -1.3 | 1.7 | -0.2 | -0.1 | -8.4 | 5.5
CCN1C(=O)CC(N2CCC(Nc3ccc(OC)cc3)CC2)C1=O (stereo not drawn) | 9.0 | 0.0 | 19.2 | -1.8 | -1.0 | . | -0.4 | i | -7.3 | -5.3
CC(C)CN(C(=O)COC(=O)CCCc1nc2ccccc2s1)c1c(N)n(Cc2ccccc2)c(=O)[nH]c1=O | -3.5 | -0.3 | . | 8.3 | 2.1 | 1.7 | 0.3 | -0.3 | -6.5 | .
C=CCCCCCCCCc1nc(SCC(C)=O)n[nH]1 | -6.2 | -0.6 | -19.5 | -0.4 | -1.0 | 1.3 | ? | -0.6 | -4.0 | 1.6
Cc1sc(NC(=O)C2CCCCC2)c(C#N)c1-c1ccccc1 | 11.3 | -0.4 | 9.5 | -0.3 | -0.8 | . | 0.3 | -0.8 | 0.8 | -1.1
COC(=O)C(=O)C/C(=N/Nc1ncnc2ccccc12)c1ccc(Cl)cc1 | 6.3 | 0.9 | 6.7 | 14.9 | -3.5 | 1.4 | 1.8 | -0.6 | . | 4.1
C#CCOCCOCCOCCNc1nc(N2CCN(C(=O)CCCCCCCCCCNC(=O)Cn3cc(CCCCCN)nn3)CC2)nc(N2CCN(C(=O)CCCCCCCCCCNC(=O)[C@@H](CCC(=O)O)n3cc(CCCCCN)nn3)CC2)n1 | . | 0.3 | . | -9.6 | -6.4 | . | -0.5 | -0.7 | -5.1 | .
COc1cc(C(=O)Nc2nc3ccc4nc(C)sc4c3s2)cc(OC)c1OC | 17.9 | 3.3 | 23.1 | 2.3 | -3.5 | . | -1.0 | i | -21.1 | 1.2
CCC(c1ccccc1)C(CC)c1cc(O)c(O)c(O)c1 (stereo not drawn) | 8.4 | 3.3 | . | -7.9 | -1.1 | -10.1 | -0.3 | i | 3.4 | .
CCN(CC)CCn1c2ccc(F)cc2c2nc(C)sc21 | -9.2 | -2.6 | 6.2 | -0.8 | -6.7 | . | 0.0 | -0.5 | 1.6 | 0.5
CCOc1ccccc1NC(=S)N1CCCc2ccccc21 | 5.6 | 0.3 | 17.9 | 5.8 | 0.5 | -2.6 | -1.0 | -2.9 | 5.9 | 4.7
Cc1nc2c3ccccc3nc(NNC(=O)CCC(=O)NC(C)C)n2n1 | -1.4 | -0.9 | 1.2 | 7.7 | 0.6 | . | -0.5 | i | -2.5 | 0.5
Cc1c(NC(=O)C(C)OC(=O)COc2ccc(C#N)cc2)c(=O)n(-c2ccccc2)n1C (stereo not drawn) | 8.0 | . | . | 4.7 | -0.6 | -0.1 | -1.6 | 0.7 | -8.0 | .
COc1cc(C)ccc1OCc1cc(C(=O)N2CCCCCCC2)no1 | -5.6 | 0.1 | 23.9 | 15.3 | -2.5 | 1.8 | -2.1 | i | 0.2 | 3.5
O=C(COC(=O)c1ccc(O)cc1)Nc1nccs1 | 7.5 | 0.5 | -5.7 | -3.4 | 2.8 | 1.1 | -0.9 | i | -2.9 | 0.0
CC1CCCCN1Cc1c[nH]c2ccccc12 (stereo not drawn) | -8.9 | -1.6 | -12.8 | 6.6 | 3.0 | 0.7 | 0.3 | -0.9 | 6.9 | -0.4
CCOC(=O)c1cc(S(=O)(=O)N(C)Cc2ccccc2)cn1C | 13.7 | -0.1 | 7.1 | 8.9 | -0.7 | 3.3 | 1.2 | -0.3 | -11.0 | 0.0
CCCc1cc(=O)[nH]c2nnc(SCC(=O)Nc3ccc(NC(C)=O)cc3)n12 | 12.9 | -0.6 | . | 0.5 | -2.2 | -0.3 | -1.4 | -5.6 | -4.5 | .
COc1ccccc1NC1=C(N2CCCCC2)C(=O)c2ccccc2C1=O | . | 12.2 | 11.9 | -17.0 | -2.7 | . | 1.2 | 3.4 | -4.8 | -4.3
CC(C)C[C@@H](CO)N1CCN(Cc2ccccc2)CCC1=O | -2.2 | 0.7 | 24.4 | 8.7 | -3.5 | . | 0.2 | -19.4 | -1.9 | 1.7
Cc1nc2ccc(S(=O)(=O)NCC(=O)N(C)Cc3ccccc3)cc2s1 | 9.9 | -0.6 | 2.7 | 8.2 | 2.2 | 0.2 | -0.3 | -0.3 | 6.6 | -3.8
CC1CN(C(=O)c2cc([N+](=O)[O-])cc([N+](=O)[O-])c2)CC(C)O1 (stereo not drawn) | 7.1 | 1.6 | 8.5 | -11.1 | -5.0 | 0.4 | -0.3 | -1.3 | -6.8 | -1.8
O=C1NC[C@H](c2ccccc2)N(CCc2cccc3ccccc23)C1=O | -8.9 | 0.1 | 15.2 | 19.8 | -4.1 | 3.1 | 0.3 | -0.3 | 4.0 | .
CCCCCCn1nc(C(=O)N(CC(C)C)c2c(N)n(CCCC)c(=O)[nH]c2=O)c2ccccc2c1=O | 7.1 | 0.9 | -11.2 | 17.4 | 2.6 | -1.3 | 1.0 | i | -2.1 | 0.7
COC(=O)c1ccc(NC(=O)CN(c2ccc(C)cc2)S(=O)(=O)c2c(C)n[nH]c2C)cc1 | 11.9 | 2.6 | 32.6 | 1.4 | -6.2 | . | -1.9 | i | -5.2 | 5.2
Cn1c(=O)[nH]c(=O)c2c1nc(N1CCCC1)n2CC(O)COc1ccccc1 (stereo not drawn) | -2.0 | -1.4 | 4.0 | 4.2 | -2.6 | 0.4 | -0.6 | -0.2 | -9.3 | 4.0
O=C(Cn1cnc2cc([N+](=O)[O-])ccc2c1=O)NCCc1ccc(F)cc1 | -4.6 | 0.7 | 21.9 | -11.1 | -1.4 | 1.8 | 0.3 | -0.4 | -4.1 | -3.6
O=C(O)c1ccccc1SCc1cn2ccccc2n1 | 10.0 | -0.9 | 0.1 | 5.0 | -1.0 | . | -1.0 | -1.9 | -2.1 | -1.3
COc1ccc(NC(=O)N2CCn3c2nc2ccccc23)cc1 | 14.2 | 0.7 | 7.1 | 18.0 | -0.9 | . | 1.1 | i | -22.6 | 3.8
CCCCNC(=S)Nc1ccc2[nH]c(=O)[nH]c2c1 | -9.6 | -0.8 | -6.0 | -14.8 | -1.4 | -3.0 | -1.0 | -0.2 | -7.5 | 0.4
O=C(c1cn(-c2ccccc2)nc1-c1ccccc1)N1CCN(c2ccccn2)CC1 | -0.5 | 1.0 | 5.2 | 41.1 | 3.3 | 4.2 | 0.0 | -0.2 | -1.8 | -4.1
C=CCOC(=O)C(C#N)c1nc2ccccc2nc1N1CCC(C(=O)OCC)CC1 (stereo not drawn) | -3.0 | -0.7 | 17.0 | -8.2 | 5.2 | . | 7.3 | 10.0 | -12.6 | 0.9
COc1cc(C#Cc2c(-c3cncn3C)n(C)c3ccc(-c4ccc5cc[nH]c5c4)cc23)cc(OC)c1 | 5.2 | 2.5 | . | -15.5 | -0.8 | -0.1 | -1.0 | i | 33.4 | .
CCN(CC(=O)Nc1ccc(C(=O)OC)cc1)Cc1ccccc1 | -1.2 | -0.4 | 12.1 | -1.4 | -0.8 | 0.1 | 0.3 | i | -6.3 | -2.6
CCOC(=O)c1ccc(NC(=O)Cn2cccc2)cc1 | . | -0.6 | 15.1 | -3.0 | -10.0 | 1.3 | 1.5 | i | -2.1 | -4.7
Cc1ccc(C(=O)NNC(=O)CSc2nnc(-c3ccncc3)n2-c2ccc(C)cc2)cc1 | 11.4 | 0.3 | 22.8 | 6.1 | -7.2 | . | 2.0 | -0.2 | . | 4.9
CCN(C(=O)CSc1nnc(Nc2ccc(OC)cc2)s1)C1CCS(=O)(=O)C1 (stereo not drawn) | -5.0 | -1.2 | . | -3.6 | -3.4 | 2.5 | -0.5 | i | -7.7 | .

Some of the compounds tested (hit frequency here may not be typical).
